Pf Dd2 inh = qHTS Primary assay for Inhibitors of Plasmodium falciparum Dd2 growth in vitro; Potency, µM (titrated, usually from 28.9 µM), for inactives: at the highest dose activity, negative = inhibition, usual class: inhibitors; P. falciparum Dd2 growth, SYBR Green, 72 h; actives 4.3% (n = 120,000); AID 1347417, 2020; active = well fitted inhibition curve with a large enough effect; inconclusive = small, poorly fitted or top-dose-only effect; inactive = no such curve, though single readings can be large or run the other way;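 note: plate controls were DMSO vehicle for no effect and reference drug for full effect; nearly all actives have a fitted effect of over 65% in size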
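Infected erythrocytes (Dd2, 0.3% parasitemia, 2.5% hematocrit final) are added to compound in RPMI-1640/Albumax II medium, grown 72 h at 37C in low oxygen, then lysed with saponin/Triton-X containing SYBR Green and read by fluorescence.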
Numbers without * were called inactive; i = inactive; ? = inconclusive; [ ] = remark or other dose. Potency is the fitted concentration of half-maximal effect. An excerpt; rates above refer to the full screens.

SMILES	Pf Dd2 inh
Cc1oc(-c2ccc(Cl)cc2)nc1Cn1c(=O)cc(C)c2c(C)nn(-c3cccc(F)c3)c21	1%
Cc1cccc(N(C)C(=O)CN2C(=O)NC3(CCC(C)CC3)C2=O)c1 (stereo not drawn)	i
CC(CNC(=O)CCc1cn(Cc2ccccc2Cl)c2ccccc12)c1ccccc1 (stereo not drawn)	-1%
CN1CCC(NC(=O)c2cccc3c2CCN3C(=O)Nc2ccccc2)CC1	i
O=C(NC1CCN(c2cc(-c3ccccc3)[nH]n2)CC1)c1cc(Cl)ccc1F	i
COCC(=O)N[C@H]1CCN2C(=O)c3cc(-c4cccc(C)c4C)ccc3NC(=O)[C@@H]2C1	?
CCN(Cc1ccccc1)C(=O)CN1CCCc2nc(C3CC3)ncc2C1=O	1%
COc1ccc(-c2cc(N3CCCC(NC(=O)c4ccccc4Br)C3)n[nH]2)cc1 (stereo not drawn)	i
O=C(Nc1ccccc1F)N1CCCC1c1nncn1-c1ccccc1 (stereo not drawn)	7%
COC(=O)c1cc2sccc2n1CC(=O)Nc1cc(Cl)ccc1OC	-10%
CCc1ccc(-n2nc(C)c3c(C)cc(=O)n(CC(=O)N(CC)Cc4ccccc4)c32)cc1	8.9µM*
COc1ccc(CNC(=O)Cc2c[nH]c3ncc(-c4ccccc4)cc23)cc1OC	?
Cc1ccc(-c2nc(C(=O)NCc3cccc(Br)c3)no2)cc1	17%
O=C(Nc1cccnc1)c1ccnc(-c2nnc3ccc(Nc4ccccc4)nn23)c1	?
Cc1cc(NC(=O)c2cc3n(n2)CC(c2ccc4c(c2)OCO4)OC3)ccc1F (stereo not drawn)	-6%
CCOc1cc(C2c3c(oc4ccccc4c3=O)C(=O)N2Cc2ccc3c(c2)OCO3)ccc1O (stereo not drawn)	?
O=C(C1CC1)N1C[C@@H]2OCC(=O)N(Cc3ccccn3)[C@@H]2C1	21%[44.1 µM]
COc1ccc(C(=O)O)cc1Nc1nc2ccc(C)cc2n2cnnc12	27%
Cc1cc(C(=O)N2CCC3(CC2)CC(N(C(=O)c2ccccc2)C2CC2)CCO3)n(C)n1 (stereo not drawn)	-24%
Cc1ccc2sc(N3CCN(C(=O)C4COc5ccccc5O4)CC3)nc2c1C (stereo not drawn)	41%[activator]
COCC(=O)N(C)C1CCCc2ccccc21 (stereo not drawn)	-23%[44.1 µM]
COc1cccc(C(=O)N2CCC3(CC2)N(C)C(=O)CS3(=O)=O)c1C	10%
Cn1cc(-c2cccc(Cl)c2)c2nc(CN3CC[S+](=O)([O-])CC3)cn2c1=O	i
CCC[C@@H]1CN(C(=O)C2(c3ccc(F)cc3)CCOCC2)C[C@H]1N(C)C	?
CC1Cc2ccccc2N1S(=O)(=O)c1nnc(NC(=O)c2ccccc2)s1 (stereo not drawn)	-8%
More entries follow:
SMILES	Pf Dd2 inh
CN(C)Cc1cn(CC2CCN(C(=O)c3ccc4c(c3)OCO4)CC2)nn1	i
COCc1c(C(=O)N[C@@H]2CN(c3ncccn3)C[C@H]2CN(C)C)noc1C	4%
COc1ccc(CNC(=O)c2noc(-c3ccc(F)cc3)n2)cc1OC	50%[activator]
Cc1cccc(NC(=O)N2CCC3(CC2)CC(N(C)Cc2ccccc2)CCO3)c1 (stereo not drawn)	-6%
O=C(CSc1cn(CC(=O)N2CCCCCC2)c2ccccc12)Nc1ccccc1F	-11%
COCc1nc(C2CCNC2)no1 (stereo not drawn)	10%
CN1CCC(C(=O)N2Cc3ccccc3CC3(CCCCN3CC3CCNCC3)C2)CC1 (stereo not drawn)	18%
COc1ccc(-c2cc(C[C@@H]3CC[C@H](O)[C@@H](CNCc4cccc(Cl)c4)O3)no2)cc1	?
CC[C@H]1CN2CC[C@H]1C[C@@H]2CNC(=O)NC(C)C	10%[44.1 µM]
COc1ccc([C@@H]2CN(C(=O)CCc3ccsc3)C[C@H]2N(C)C)cc1	?
O=C(NCc1ccccc1)NC[C@H]1Cn2c(-c3ccc(Cl)cc3)cnc2CO1	2.8µM*
Cc1nn(-c2ccccc2)c(C)c1[C@@H]1C=C[C@@H](NC(=O)c2ccc(N(C)C)cc2)C1	?
Cc1nc(N2CCN(C(=O)c3ccc(F)c(Cl)c3)CC2)cc(C(F)(F)F)n1	?
COc1ccccc1Nc1nc2ccc(Cl)cc2nc1-n1nc(C)cc1C	30%
O=C(CSc1ncc2c(n1)-c1ccc(Cl)cc1N(Cc1ccccc1)S2(=O)=O)Nc1ccccc1C(F)(F)F	i
COCCCNC(=O)c1ccc(Cn2c(=O)c3cccn3c3cccnc32)cc1	18%
C=CCN1CCN(C(=O)c2ccc3c(c2)C(O)CCCCCN3CCOC)CC1 (stereo not drawn)	?
Cc1nn(C)c2nc(N3CCCCC3CN3CCOCC3)sc12 (stereo not drawn)	0%
CCC1CN(CC(=O)NCc2cccc(Br)c2)c2ccccc2S1 (stereo not drawn)	-3%
COc1ccc(NC(=O)C2CC(=O)N(c3n[nH]c4ccccc34)C2)cn1 (stereo not drawn)	-12%
O=C(NC1CC1)[C@@H]1C[C@H](Oc2cccnc2)CN1C(=O)CCCc1c[nH]c2ccccc12	?
O=C(CSc1nc2cc3ccccc3cc2[nH]1)Nc1ccc(F)cc1	4%
NC(=O)C1(N2CCCCC2)CCN(c2ncncc2-c2nc(-c3ccccc3)no2)CC1	i
CCn1c(SCC(=O)c2ccc([N+](=O)[O-])cc2)nnc1-c1ccc(Cl)cc1	i
Cc1cccc(NC(=O)N2CC(Oc3ccc(-c4nc(-c5ccccc5)no4)cc3)C2)c1	15%[5.79 µM]

Reprinted at random: two compounds from above.
SMILES	Pf Dd2 inh
O=C(Nc1ccccc1F)N1CCCC1c1nncn1-c1ccccc1 (stereo not drawn)	7%
Cn1cc(-c2cccc(Cl)c2)c2nc(CN3CC[S+](=O)([O-])CC3)cn2c1=O	i

The listing continues:
SMILES	Pf Dd2 inh
Cc1ccc(CN(C)Cc2cccc(C(F)(F)F)c2)cc1	-8%[44.1 µM]
CC1=C[C@@H](CNCc2ccncc2)[C@H](C(C)C)C[C@H]1Cc1nnc(-c2ccc(N(C)C)cc2)o1	?
CN(C)C[C@@H]1CN(c2ccccn2)C[C@H]1NC(=O)CCn1cccn1	100%[activator]
Cn1nc(C(=O)N2CCC3(CCCNC3)C2)c2ccccc21 (stereo not drawn)	-21%
O=C(NCc1cccc(Br)c1)c1noc(-c2ccc(F)cc2)n1	50%[activator]
CC1CCc2c(sc3nnn(Cc4ccc(F)cc4)c(=O)c23)C1 (stereo not drawn)	-15%
COc1cccc(NC(CNS(=O)(=O)c2ccc(Cl)cc2)c2ccccc2)c1 (stereo not drawn)	-25%
Cc1ccsc1CN(C(=O)COc1ccc(Cl)cc1)C1CCS(=O)(=O)C1 (stereo not drawn)	-23%
Cc1ccc(CN2C(=O)NC3(CCN(C(=O)c4ccsc4)CC3)C2=O)cc1	4%
CCC(=O)N1CCc2cc(S(=O)(=O)NC(C(=O)NCCc3ccc(OC)c(OC)c3)C(C)C)ccc21 (stereo not drawn)	-14%
Cc1noc([C@@H]2CC(F)(F)CN2S(=O)(=O)c2cn(C)cn2)n1	9%
Cc1oc(-c2ccccc2Cl)nc1CSc1nc2ncccc2[nH]1	22%
O=C(OCc1ccccc1)N1CCC2(CC1)C(=NC1CCCCC1)NC(=O)N2c1cccnc1	?
Cc1ccc(Cl)cc1-n1ncc2c(N3CCC(C)CC3)ncnc21	0%
COc1ccc2c(c1)C1(CCN(C(=O)c3cccc(C)c3)C1)C(=O)N2C (stereo not drawn)	?
CCn1ccc(C(=O)N2CCC3(CC2)CC(N(C(=O)c2ccccc2)C2CC2)CCO3)n1 (stereo not drawn)	i
CCOc1ccc(-c2cc(C)n3nc(C(=O)Nc4ccc(C)c(C)c4)cc3n2)cc1	-17%
Cc1cccc(-c2nc(S(=O)(=O)c3ccc(F)cc3)c(N3CCN(c4ccccc4)CC3)o2)c1	?
CC1=NOC2(CCN(Cc3cncs3)C2)C1 (stereo not drawn)	-9%[44.1 µM]
Cc1ncoc1C(=O)N1CCCn2ccnc2C1c1ccccc1 (stereo not drawn)	-10%
CC(=O)NC[C@@H]1C=C(C)[C@H](CC(=O)NCc2cccnc2)C[C@H]1C(C)C	40%[44.1 µM]
CC(C)c1ccc(CNC(=O)c2cc3n(n2)CC(c2ccc(Cl)cc2)OC3)cc1 (stereo not drawn)	-19%
COC1CCCN(C(=O)c2cc(-c3cccc(N(C)C)c3)cc3ncn(C)c23)C1 (stereo not drawn)	-9%[44.1 µM]
Cc1ccc(-n2ncc3c(Nc4cccc(C)c4C)ncnc32)cc1	-5%
COc1ccc(NC(=O)NCC2Cn3cccc3C(=O)N2C)cc1 (stereo not drawn)	-6%
(more compounds)
SMILES	Pf Dd2 inh
CCNCc1ccc(-c2ccc(F)cc2)o1	i
COc1ccc(OC)c(S(=O)(=O)NCCc2csc3nc(-c4ccccc4)nn23)c1	-1%
COc1ccc(CN2C=C(C(=O)OCc3noc(-c4ccco4)n3)C(C)=NS2(=O)=O)cc1	?
CN(C)c1ccc(CN2CCC3(CC2)C(=NC2CCCCC2)NC(=O)N3c2cccnc2)cc1	7%
COCC1CN(C2CCC2)CC12CCN(C(=O)COc1ccc(F)cc1)CC2 (stereo not drawn)	?
Cc1ncc2c(n1)C[C@@H]1CC[C@H]2N1S(=O)(=O)c1ccccc1C	14%
COCCCn1c(C)cnc1C1CCN(C(=O)Nc2ccccc2F)C1 (stereo not drawn)	-4%
COc1ccccc1C(=O)Nc1ccc(C(O)[C@H]2COCC(=O)N2C)cc1 (stereo partly drawn)	11%[44.1 µM]
COC(=O)c1ccc2nc(CO[C@H]3CN(Cc4ccc(Cl)cc4)C[C@H]3F)[nH]c2c1	?
CCCN(CC1CCOC1)S(=O)(=O)c1ccc(OC)c(Cl)c1 (stereo not drawn)	i[5.79 µM]
CCc1nc(C)sc1-c1nc2c([nH]1)CC(C)(C)CNC2=O	-1%
COC(=O)[C@@H]1Cc2c([nH]c3ccccc23)[C@H]2C[C@@H](NCCN3CCOCC3)C[C@@H](c3ccc(OC(F)(F)F)cc3)N21	?
CCCN(Cc1cccs1)C(=O)Nc1ccc(F)c(Cl)c1	?
COCCCNc1nc(NCc2cccc(Cl)c2)c2cnn(C)c2n1	-9%
CC(C)CN1CCN(C(=O)C2CCCN(S(C)(=O)=O)CCC(=O)NCC2)CC1 (stereo not drawn)	-3%
COc1ccc(C(=O)N2CCCCCCN(C)C(=O)[C@@H]3CCC[C@@H]32)c(OC)n1	-2%
O=C1CC2CCCC(C1)N2C(=O)c1ccc(C(F)(F)F)cc1	?
CC(NCc1cn(CCC(N)=O)c2ccccc12)c1ccccc1-n1cccn1 (stereo not drawn)	?
O=C(Nc1cc(F)ccc1F)C1CCN(c2nc3ccccc3n3cccc23)CC1	2%
Cc1nc(N2CCN(C(=O)c3cccc(Cl)c3)CC2)cc(C(F)(F)F)n1	?
CCc1nn(CC(=O)Nc2ccc(NC(C)=O)cc2)c(=O)c2cc3sccc3n12	-26%
CCOc1ccccc1NC(=O)C1CCN(C(=O)c2ncn3c2COC(c2ccc(F)cc2)C3)CC1 (stereo not drawn)	-15%
C=CCOc1cccc(-c2nnc(CCC(=O)NCc3ccccc3)c(=O)[nH]2)c1	-14%
Cc1ccc(C)c(NC(=O)Cn2c(-c3ccc(F)cc3)nc(C)cc2=O)c1	i
O=C(Nc1cccc(F)c1)N1CCc2nnc(C3CC3)n2CC1	-8%

Entries from the list above that contain an NH in an aromatic ring:
SMILES	Pf Dd2 inh
O=C(NC1CCN(c2cc(-c3ccccc3)[nH]n2)CC1)c1cc(Cl)ccc1F	i
COc1ccc(-c2cc(N3CCCC(NC(=O)c4ccccc4Br)C3)n[nH]2)cc1 (stereo not drawn)	i
COc1ccc(CNC(=O)Cc2c[nH]c3ncc(-c4ccccc4)cc23)cc1OC	?
COc1ccc(NC(=O)C2CC(=O)N(c3n[nH]c4ccccc34)C2)cn1 (stereo not drawn)	-12%
O=C(NC1CC1)[C@@H]1C[C@H](Oc2cccnc2)CN1C(=O)CCCc1c[nH]c2ccccc12	?
O=C(CSc1nc2cc3ccccc3cc2[nH]1)Nc1ccc(F)cc1	4%
Cc1oc(-c2ccccc2Cl)nc1CSc1nc2ncccc2[nH]1	22%
COC(=O)c1ccc2nc(CO[C@H]3CN(Cc4ccc(Cl)cc4)C[C@H]3F)[nH]c2c1	?
CCc1nc(C)sc1-c1nc2c([nH]1)CC(C)(C)CNC2=O	-1%
COC(=O)[C@@H]1Cc2c([nH]c3ccccc23)[C@H]2C[C@@H](NCCN3CCOCC3)C[C@@H](c3ccc(OC(F)(F)F)cc3)N21	?
C=CCOc1cccc(-c2nnc(CCC(=O)NCc3ccccc3)c(=O)[nH]2)c1	-14%

Next section.
SMILES	Pf Dd2 inh
Cc1ccc(Cl)cc1N1CCN(C(=O)COCc2cc(-c3ccc4c(c3)OCO4)on2)CC1	24%
O=C(NC[C@H]1C[C@@H]2CCN1C[C@@H]2CN1CCCCC1)Nc1ccccc1	-7%[44.1 µM]
COc1cccc(Cl)c1-c1nccc2c(=O)cc(-c3ccccn3)oc12	i
COCC1CN(S(=O)(=O)c2ccc3c(c2)CCC3)CC12CCNCC2 (stereo not drawn)	?
O=C(Cn1ncc2c(=O)oc3ccccc3c21)Nc1cc(F)ccc1F	11%
Cn1cc(CNC(=O)C2CCN(c3nc(-c4ccccc4)nc4c3CCC4)CC2)cn1	-19%
Cn1nc(C2CCN(C(=O)c3ccccc3Cl)CC2)[nH]c1=O	3%[44.1 µM]
Cc1cc(N2CCC(NC(=O)c3cccc(N(C)C)c3)C2=O)ccc1F (stereo not drawn)	-20%
Cn1nc2n(c1=O)CCN(C(=O)CCCc1nc3ccccc3s1)CC2	-17%
Cc1ccc(S(=O)(=O)c2nc(-c3cccc(Br)c3)oc2N2CCCCCC2)cc1	?
Cc1c(Cl)cccc1-n1ncc(C(=O)NCCN2CCN(C)CC2)c1C1CCN(C(=O)OC(C)(C)C)CC1	11µM*
Cc1ccc(OCC(=O)Nc2cccc(C(=O)OCc3cc(=O)n4nc(C)sc4n3)c2)cc1	?

Screens deposited in PubChem by National Center for Advancing Translational Sciences (NCATS).
